Vif-A3G inh: qHTS for Inhibitors of Vif-A3G Interactions: qHTS; DNA dC->dU-editing enzyme APOBEC-3G (Homo sapiens), Q9HC16; HeLa A3G-eYFP + Vif (tagged APOBEC3G with the HIV-1 protein that degrades it), YFP fluorescence, overnight; Potency, µM (top dose mostly 46.1 µM), for the others: at the highest dose activity, negative = active, hits mostly inhibitors; 410,000 tested, 0.076% active; AID 602310, 2012;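 also: potency is read from the fitted curve at half-maximal effect; % is scaled to controls: 0 for no effect and ±100 for the full control effect; nearly all actives have a fitted effect of over 60% in size; hits raise eYFP signal because A3G escapes Vif-driven loss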
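HeLa cells stably expressing Vif and C-terminally eYFP-tagged A3G, seeded overnight at 37 deg C, then exposed to compound by pintool overnight at 37 deg C. Rise in yellow fluorescence (Ex 488/Em 500-530, Acumen) marks blocked Vif-driven A3G degradation.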
Glioma ERSR ind: qHTS for Inducers of the Endoplasmic Reticulum Stress Response (ERSR) in Human Glioma: qHTS | U87-MG GRP78 promoter luciferase reporter, 16 h | AID 602332, 2012 | 420,000 tested, 0.02% active | Potency, µM, for the others: at the top dose activation, actives largely listed as activators; also: potency is read from the fitted curve at half-maximal effect; series mostly up to about 76 µM; % of control where 0% means no effect; nearly all actives have a fitted effect of over 35% in size
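ERSR induction read as luciferase luminescence (Bright-Glo, 10 min at room temperature) in stably transfected human U87-MG glioma cells exposed to compounds for 16 h, using GRP78 as sensor.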
rTrxR1 inhibitor: qHTS Assay for Inhibitors of Mammalian Selenoprotein Thioredoxin Reductase 1 (TrxR1): qHTS; 390,000 tested, 1% active; Potency, µM (series often up to 114 µM), without a hit: at the top dose activity change, negative = inhibition, actives largely listed as inhibitors; Thioredoxin reductase 1, cytoplasmic (Rattus norvegicus), O89049; recombinant rTrxR1, NADPH fluorescence consumption, selenite substrate; also: potency is read from the fitted curve at half-maximal effect; % is scaled to controls: 0 for no effect and ±100 for the full control effect; nearly all actives have a fitted effect of over 65% in size
Target sequence (O89049 whole entry, looked up): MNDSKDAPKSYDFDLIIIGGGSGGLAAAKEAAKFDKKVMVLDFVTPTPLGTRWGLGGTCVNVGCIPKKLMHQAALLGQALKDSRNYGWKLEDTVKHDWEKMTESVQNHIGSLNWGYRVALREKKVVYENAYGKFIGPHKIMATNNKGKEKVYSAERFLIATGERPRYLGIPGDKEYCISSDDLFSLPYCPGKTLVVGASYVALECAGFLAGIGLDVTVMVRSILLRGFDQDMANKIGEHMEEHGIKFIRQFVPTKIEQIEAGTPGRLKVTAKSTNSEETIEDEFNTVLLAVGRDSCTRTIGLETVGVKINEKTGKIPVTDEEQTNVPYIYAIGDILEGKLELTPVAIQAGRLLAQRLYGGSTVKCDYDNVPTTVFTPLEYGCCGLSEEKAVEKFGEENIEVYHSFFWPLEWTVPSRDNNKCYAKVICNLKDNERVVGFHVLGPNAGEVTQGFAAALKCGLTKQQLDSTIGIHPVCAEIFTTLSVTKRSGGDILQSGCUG
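Rat TrxR1 (90 nM in the dispensed reagent) was pre-reduced with 400 uM NADPH for 5 min at room temperature, then incubated with compound for 15 min. After 400 uM selenite was added, NADPH fluorescence (Ex 340/Em 450 nm) was followed for 8 min.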
RGS4 inhibitor: Inhibitors of Regulator of G Protein Signaling (RGS) 4: qHTS | Regulator of G-protein signaling 4 (Homo sapiens), P49798 | Transcreener GDP fluorescence polarization, RGS4-accelerated GTP hydrolysis | Potency, µM (top dose mostly 114 µM), inactives show top-dose activity change, negative = inhibition, actives largely listed as inhibitors | 390,000 tested, 0.039% active; also: potency is read from the fitted curve at half-maximal effect; % is scaled to controls: 0 for no effect and ±100 for the full control effect; nearly all actives have a fitted effect of over 75% in size; some results filed as inactive show a strong effect at the top dose
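MLSMR compounds (23 nl, pin-transferred) preincubated 10 min at room temperature with a 500nM (2x) first reagent, then RGS4 at 900nM (2x) plus Transcreener GDP mix added; fluorescence polarization (620/688 nm) read before and after 90 min at 30 °C.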
TrxR1 substrate: qHTS Assay for Substrates of Mammalian Selenoprotein Thioredoxin Reductase 1 (TrxR1): qHTS; Potency, µM (top dose mostly 114 µM), inactives show at the highest dose activity change, negative = substrate turnover; 390,000 tested, 0.01% active; purified TrxR1 substrate turnover, NADPH consumption readout; also: potency is read from the fitted curve at half-maximal effect; % is scaled to controls: 0 for no effect and ±100 for the full control effect; nearly all actives have a fitted effect of over 50% in size
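Rat TrxR1, dispensed at 90 nM, was prereduced with 400 uM NADPH (final) for 5 min at ~22 deg C, then incubated with compound 15 min before 400 uM selenite. A first-read NADPH fluorescence drop versus no-compound background flagged substrates.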
Vif-APOBEC3F blk: qHTS for Inhibitors of Vif-A3F Interactions: qHTS | Potency, µM (titrated, usually from 46.1 µM), inactives show at the highest dose activity, negative = active | 390,000 tested, 0.2% active | HeLa A3F-eYFP + Vif (tagged APOBEC3F with the HIV-1 protein that degrades it), YFP fluorescence increase; also: potency is read from the fitted curve at half-maximal effect; % of control where 0% means no effect; nearly all actives have a fitted effect of over 65% in size
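Fluorescence increase (Ex 488/Em 500-530) after overnight compound treatment at 37 deg C flags inhibition of Vif-driven A3F-eYFP loss in stable HeLa A3F-eYFP/Vif cells seeded overnight beforehand.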
LDHA block: qHTS assay for inhibitors of human lactate dehydrogenase. L-lactate dehydrogenase A chain (Homo sapiens), P00338. purified LDHA, NADH/diaphorase-resazurin fluorescence; active compounds read low. activity change, % (values are at about 110 or 230 µM). 480,000 tested, 0.15% active; in the data active = activity change below about -30%; inconclusive = mostly about -25% to -30%;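 also: plate controls were DMSO wells for no effect and wells without enzyme for full effect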
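Remaining NADH was detected by diaphorase (0.133 mg/mL) converting 37 µM resazurin to fluorescent resorufin, read at 0 and 20 minutes. The preceding 5-minute room-temperature reaction used 2 nM LDHA, 0.2 mM sodium pyruvate and 0.06 mM NADH at pH 7.4.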
USP1 inh: Inhibitors of USP1/UAF1: Primary Screen; Ubiquitin carboxyl-terminal hydrolase 1 (Homo sapiens), O94782; recombinant USP1/UAF1, Ub-Rhodamine cleavage fluorescence; Potency, µM (top dose mostly 57.1 µM), without a hit: at the top dose activity change, negative = inhibition, actives largely listed as inhibitors; 390,000 tested, 0.23% active; also: potency is read from the fitted curve at half-maximal effect; % is scaled to controls: 0 for no effect and ±100 for the full control effect; nearly all actives have a fitted effect of over 60% in size; inactives centre near -12
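Step one: compound is pinned into 1nM USP1/UAF1 in HEPES pH 7.8 buffer with TCEP. Step two: 15 min room-temperature incubation. Step three: Ub-Rho (150nM final) starts cleavage, tracked by fluorescence over six one-minute reads.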
IDH1 R132H inh: qHTS for Inhibitors of mutant isocitrate dehydrogenase 1 (IDH1): qHTS; Isocitrate dehydrogenase [NADP] cytoplasmic (Homo sapiens), O75874; IDH1-R132H enzyme, NADPH consumption, diaphorase/resazurin fluorescence; Potency, µM (doses to about 76.6 µM), inactives show top-dose activity change, negative = inhibition, usual class: inhibitors; 390,000 tested, 0.093% active; AID 602179, 2012; also: potency is read from the fitted curve at half-maximal effect; % is scaled to controls: 0 for no effect and ±100 for the full control effect; nearly all actives have a fitted effect of over 65% in size
Target sequence (O75874 whole entry R132H, stated change not applied): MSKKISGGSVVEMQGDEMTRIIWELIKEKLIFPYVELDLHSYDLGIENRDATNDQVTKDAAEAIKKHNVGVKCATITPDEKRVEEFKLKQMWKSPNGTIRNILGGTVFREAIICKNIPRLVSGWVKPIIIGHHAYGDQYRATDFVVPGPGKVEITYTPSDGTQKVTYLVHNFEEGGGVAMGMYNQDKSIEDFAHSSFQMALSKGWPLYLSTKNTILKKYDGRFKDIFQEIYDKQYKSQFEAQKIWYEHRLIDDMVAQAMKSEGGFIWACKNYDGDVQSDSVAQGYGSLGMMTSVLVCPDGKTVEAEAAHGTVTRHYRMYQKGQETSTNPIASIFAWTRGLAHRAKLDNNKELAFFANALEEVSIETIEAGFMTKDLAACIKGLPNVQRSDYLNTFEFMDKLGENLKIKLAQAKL
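IDH1-R132H (0.5 ug/mL) preincubated 30 min with compound, then NADPH (0.016 mM) and alpha-KG (2 mM) added; 80 min at RT, pH 7.5. Remaining NADPH coupled via diaphorase/resazurin to fluorescence (540/590 nm); concentration-response curves normalized to no-enzyme control.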
Active calls of the source: *; ? = inconclusive; nt = not tested or not shown; & = joins results of further samples; [ ] = another dose, or the depositor's remark. Unless noted, calls follow the shape of the dose curve; as a rule, active = well fitted curve in the direction sought with a large enough effect; inconclusive = small, poorly fitted or top-dose-only effect, or another doubt; inactive = no such curve, though single readings can be large; an effect the other way counts as inactive or inconclusive. An excerpt; rates above refer to the full screens.

SMILES	Vif-A3G inh	Glioma ERSR ind	rTrxR1 inhibitor	RGS4 inhibitor	TrxR1 substrate	Vif-APOBEC3F blk	LDHA block	USP1 inh	IDH1 R132H inh
Cc1cc2c(cc1C)-c1nnnn1C(C)(C)C2	0%	-2%	5%	-2%	-2%	-9%	-6	0%	2%
Cc1ccc(NC(=O)COC(=O)Cc2csc(-c3cccc(F)c3)n2)cc1C	0%	-3%	-15%	-4%	-12%	3%	-1	-15%	3%
COc1cccc(C(=O)COc2ccc(NC(=O)c3cccs3)cc2)c1	-19%	2%	-1%	24%	-10%	-11%	-4	-3%	4%
CCN1CCN(Cc2c(O)ccc3oc(C)c(C(=O)Nc4cccc(C(F)(F)F)c4)c23)CC1	2%	-1%	21%	1%	1%	2%	3	-24%	14%
Cc1n[nH]c(C)c1S(=O)(=O)N1CCCC(C(=O)Nc2ccc(Cl)cc2)C1 (stereo not given)	2%	-2%	19%	1%	7%	-18%	-5	-7%	22%
O=C(COC(=O)CSc1ccc([N+](=O)[O-])cc1)NCC1CCCO1 (stereo not given)	0%	-5%	32%	13%	4%	-1%	-3	-8%	25%
COc1cc(OC)c(C2C(C#N)=C(C)NC(C)=C2C#N)c(C(=O)O)c1	-2%	-1%	10%	-13%	37%[activator]	-2%	3	-16%	0%
O=C(OCC(=O)N(C1CCCCC1)C1CCCCC1)c1ccccc1O	1%	-4%	41%[activator]	-5%	13%	-6%	-4	-26%	-8%
CCn1cc(C2=NC(CCSC)CO2)c2ccccc21 (stereo not given)	0%	-7%	18%[57.1 µM]	-19%	8%[57.1 µM]	-17%	-7	-17%	6%
CCN(CC)CCNS(=O)(=O)c1ccc(/C=C/C(=O)O)cc1	5%	-3%	4%	3%	0%	2%	-4	-15%	-9%
COC(=O)c1ccccc1NC(=O)CCn1c(=O)c2cccn2c2cccnc21	-12%	-3%	-7%	15%	-5%	0%	-18	-3%	0%
COC(=O)c1cc(COC(=O)c2ccc3ccccc3n2)oc1C	2%	0%	0%[57.1 µM]	7%[11.4 µM]	-6%[57.1 µM]	-3%	2	-15%	7%
CS(=O)(=O)N(CC(=O)NCc1ccco1)c1ccc(Cl)c(C(F)(F)F)c1	2%	2%	-21%	-18%	3%	-6%	0	-10%	12%
COC(=O)c1ccc(C(=O)OC)c(NC(=O)/C=C/C(=O)O)c1	1%	-2%	45µM*	2%	31%[activator]	-10%	-6	-13%	26%
COc1ccccc1-c1nc(C#N)c(N2CCN(Cc3ccccc3)CC2)o1	3%	-5%	13%	-3%	49%[activator]	0%	-2&6	-24%	8%
O=C(NCCc1ccccn1)c1c(-c2ccccc2)sc2ccccc12	-4%	3%	3%	9%	-8%	0%	0	-12%	-13%
Cc1c2ccncc2cc2c1[nH]c1ccccc12	?	15%	4%[2.29 µM]	3%	20%[57.1 µM]	-3%	-6	-21%	16%
CC1CCN(S(=O)(=O)c2ccc(C(=O)OCc3ccc4c(c3)OCO4)cc2)CC1	3%	-1%	?	-12%	5%	-1%	-1	-12%	2%
CN(C(=O)c1nc(-c2cccc(F)c2)n2c1CCCCC2)c1ccccc1F	0%	-3%	21%	-12%	7%	1%	3	-5%	0%
Cc1ccc(C(C)C)c(Oc2nnnn2-c2ccccc2)c1	?	4%	11%	13%	-5%[57.1 µM]	2%	1	-22%	3%
Oc1ccc(-c2n[nH]c(=S)n2Cc2ccccc2)cc1	0%	1%	-33%	-6%	-8%	2%	-7	2%	5%
COc1ccc(NC2CCCN(C(=O)c3oc(C)cc3C)C2)cc1OC (stereo not given)	2%	-5%	-2%	-8%	-5%	-17%	29	-5%	8%
CCCCn1c(N)c(N(C)C(=O)CCCn2c(=O)oc3ccccc32)c(=O)[nH]c1=O	0%	-5%	nt	nt	nt	-4%	-1	-20%	4%
OCC1(CCOc2ccccc2)CCN(Cc2cn[nH]c2-c2ccccc2)CC1	1%	-5%	9%	7%	2%	-3%	2	-20%	15%
CCN(CC)c1ccc(NC(=O)Cn2nnc(-c3cccc(OC)c3OC)n2)c(C)c1	-6%	0%	17%	7%	7%	-3%	3	-13%	7%
The list continues.
SMILES	Vif-A3G inh	Glioma ERSR ind	rTrxR1 inhibitor	RGS4 inhibitor	TrxR1 substrate	Vif-APOBEC3F blk	LDHA block	USP1 inh	IDH1 R132H inh
CC(C)(C)OC(=O)N1CCC(CC2CC(c3ccccc3)=NO2)(C(=O)O)CC1 (stereo not given)	-1%	2%	11%	3%	0%	2%	-11	-1%	10%
O=C(/C=C/Nc1ccc(F)cc1F)c1ccc(Br)cc1	0%	0%	20%[57.1 µM]	-6%	8%[57.1 µM]	-25%	3	2%	2%
CCOc1ccc(S(=O)(=O)NC2CCCC2)cc1C	-2%	0%	8%	-20%	-1%	2%	-3	-20%	-19%
CNNCc1ccc(C(=O)NC(C)C)cc1	0%	-2%&-7%	7%	-28%	1%	0%	-10	-3%	-8%
c1ccc(Cc2nnc3sc(C4COc5ccccc5O4)nn23)cc1 (stereo not given)	-1%	3%	5%	-41%	9%	-12%	-6	-18%	-1%
Cn1ccnc1SCC(=O)NC12CC3CC(CC(C3)C1)C2	0%	-2%	30%	12%	17%	-1%	-17	-7%	1%
Cn1nnc(NC(=O)CSc2nnnn2-c2ccc(F)cc2)n1	-3%	-4%	17%	-13%	7%	-6%	-4	-11%	3%
CCC1CCCCN1CCCNC(=O)Cn1c2ccccc2c2nc(=O)cc(C)n21 (stereo not given)	-6%	-4%	-6%	3%	5%	1%	1	-9%	2%
CCc1ccc(OCc2nc(-c3ccc(OC)c(OC)c3)no2)c(Br)c1	1%	-1%	29%	-1%	-5%	1%	-8	?	-2%
COc1ccc(C=O)cc1CSc1ncccc1C(=O)O	1%	-1%	1%[57.1 µM]	-4%	13%[57.1 µM]	-1%	-9	-23%	1%
Cc1cc(C)c(NC(=O)c2cc(S(=O)(=O)N3CCC4(CC3)OCCO4)ccc2F)c(C)c1	0%	5%	6%[57.1 µM]	3%	0%[57.1 µM]	-4%	0	-13%	-8%
COC(=O)c1ccc(/C=N/NC(=O)c2ccccc2Cl)cc1	-14%	2%	-20%	31%	-15%	-9%	-5	-1%	-6%
CCc1ccc(N2C(=O)CN(S(=O)(=O)CC)CC2(C)C(=O)NC2CCCCC2)cc1 (stereo not given)	2%	-2%	-1%	8%	-9%	3%	-12	-2%	-11%
Cc1cccc(NC(=O)CSc2nnc(-c3cc(C)n(-c4ccccc4)c3C)o2)c1C	0%	3%	21%	13%	4%	-2%	-7	-9%	6%
Cc1cc(SCC(=O)Nc2c(C)n(C)n(-c3ccccc3)c2=O)nc2ccccc12	-2%	-2%	-6%	-9%	-4%	-6%	-4	-18%	2%
COc1ccc(NC(=S)Nc2ccc(S(N)(=O)=O)cc2)c(C)c1	1%	9%	-15%[57.1 µM]	-15%	-3%[57.1 µM]	3%	-15	-8%	4%
CC(C)CC(=O)Nc1ccc(C(=O)COC(=O)C2CC(=O)N(Cc3ccccc3)C2)cc1 (stereo not given)	-1%	4%	0%	4%	0%	1%	-7	-1%	-12%
C[C@@H]1O[C@@H](O[C@@H]2C(=O)c3c(O)cc(O)cc3O[C@H]2c2ccc(O)c(O)c2)[C@H](O)[C@H](O)[C@H]1O	11µM*	-3%	7%[57.1 µM]	3%	-8%	0%	5	-13%	10%
Cc1ccc(CSc2nc3c(c(=O)[nH]2)CCC3)cc1	-1%	2%	-3%	2%	-6%	4%	0	-7%	1%
Cc1ccccc1NS(=O)(=O)c1ccc2c(c1)n(C)c(=O)n2C	-15%	-1%	-8%[57.1 µM]	25%	-5%[57.1 µM]	-2%	-2	-27%	0%
Fc1ccc(/C=N/n2cnn(Cc3ccccc3Cl)c2=S)cc1	-22%	-1%	-7%	-51%	-5%	0%	-9	-20%	-3%
N[C@H](C(=O)O)[C@H]1C[C@@H]1C(=O)O	nt	-2%&-3%	7%[57.1 µM]	-6%[56.9 µM]	6%[57.1 µM]	nt	nt	nt	nt
CCC(C(=O)Nc1cccc(-c2cn3cccnc3n2)c1)c1ccccc1 (stereo not given)	-2%	-2%	26%[57.1 µM]	-9%	91%[activator][57.1 µM]	4%	2	?	0%

Compound activity (PubChem BioAssay)
